Mtb UGM inh – inhibitors of M. tuberculosis UDP-galactopyranose mutase; P9WIQ1; purified UGM, fluorescence polarization probe displacement; inhibition, % at 10 µM; 320,000 tested, 0.06% active; AID 504406; in the data active means inhibition above about 10%, passing the limit was not always enough; inconclusive means no clear call, values can overlap the other calls
MazEF act – activators of E. coli MazEF toxin-antitoxin RNase; P0AE70; FAM/BHQ RNA-DNA oligo cleavage fluorescence, 5 h; activation, % at 20 µM; 350,000 tested, 0.32% active; in the data active means activation above about 50%
Target sequence (P0AE70 whole entry, looked up): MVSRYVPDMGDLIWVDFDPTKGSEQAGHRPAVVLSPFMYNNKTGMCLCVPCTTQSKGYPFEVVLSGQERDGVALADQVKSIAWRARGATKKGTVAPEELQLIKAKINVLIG
BioA inh – blocks M. tuberculosis BioA enzyme activity; purified M. tuberculosis BioA enzyme, plate reader; inhibition, % at 9.99 µM; 360,000 tested, 0.096% active; in the data active means inhibition above about 40%; inconclusive means no clear call, values can overlap the other calls
Rv3671c inh – inhibitors of M. tuberculosis serine protease Rv3671c | inhibition, % at 5.96 µM | 320,000 tested, 0.048% active; in the data active means inhibition above about 38%;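 further: extracellular domain of Rv3671c used as enzyme; 0% = enzyme with DMSO and 100% = no enzyme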
Target sequence (P9WHR9 whole entry, looked up, the tested form may be a part): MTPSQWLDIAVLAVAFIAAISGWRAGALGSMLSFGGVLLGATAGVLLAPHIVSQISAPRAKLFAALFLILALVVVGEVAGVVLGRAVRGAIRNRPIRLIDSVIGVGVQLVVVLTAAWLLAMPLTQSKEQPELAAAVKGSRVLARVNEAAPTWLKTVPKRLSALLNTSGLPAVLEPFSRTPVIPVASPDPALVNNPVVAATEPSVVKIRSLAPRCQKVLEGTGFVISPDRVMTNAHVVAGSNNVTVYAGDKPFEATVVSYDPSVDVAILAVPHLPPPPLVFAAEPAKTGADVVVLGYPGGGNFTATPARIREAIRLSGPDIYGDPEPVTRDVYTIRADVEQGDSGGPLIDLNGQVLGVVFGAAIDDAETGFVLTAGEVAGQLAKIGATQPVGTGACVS
GDH-TPI counter – GDH-TPI coupled enzyme inhibition counter-screen; GDH-TPI coupled enzyme counterscreen, NADH absorbance; inhibition, % at 4.8 µM; 360,000 tested, 1.2% active; AID 588335; in the data active means inhibition above about 30%;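 further: 0% = DMSO wells and 100% = wells lacking the enzyme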
PrPC surface inh – cell surface PrPC inhibition, primary TR-FRET screen; P04156; TR-FRET read-out; inhibition, % at 13.8 µM; 370,000 tested, 0.43% active; AID 720596; in the data active means inhibition above about 24%; further: 0% = median of the test wells and 100% = reference compound wells
FadD28 binding – inhibitors of Mycobacterium tuberculosis FadD28 bisubstrate binding; FadD28 bisubstrate probe binding, fluorescence polarization; inhibition, % at 12.5 µM; 360,000 tested, 0.22% active; AID 588549; in the data active means inhibition above about 8.5%, passing the limit was not always enough; inconclusive means no clear call, values can overlap the other calls
BoNT-F LC inh – blocks Botulinum neurotoxin F light chain protease; AID 588497; Multiplex microsphere protease cleavage assay, flow cytometry; 360,000 tested, 0.22% active; inhibition, % at 10 µM; in the data active means inhibition above about 35%, passing the limit was not always enough; inconclusive means no clear call, values can overlap the other calls; further: plate controls were buffer without enzyme for full effect and enzyme alone for no effect
FBA Mtb inh – inhibits M. tuberculosis FBA enzyme; purified M. tuberculosis FBA, fluorescence read-out; inhibition, % at 1 µM; P9WQA3; 360,000 tested, 2.3% active; in the data active means inhibition above about 27%;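 further: 0% = vehicle and 100% = reference inhibitor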
Target sequence (P9WQA3 whole entry, looked up): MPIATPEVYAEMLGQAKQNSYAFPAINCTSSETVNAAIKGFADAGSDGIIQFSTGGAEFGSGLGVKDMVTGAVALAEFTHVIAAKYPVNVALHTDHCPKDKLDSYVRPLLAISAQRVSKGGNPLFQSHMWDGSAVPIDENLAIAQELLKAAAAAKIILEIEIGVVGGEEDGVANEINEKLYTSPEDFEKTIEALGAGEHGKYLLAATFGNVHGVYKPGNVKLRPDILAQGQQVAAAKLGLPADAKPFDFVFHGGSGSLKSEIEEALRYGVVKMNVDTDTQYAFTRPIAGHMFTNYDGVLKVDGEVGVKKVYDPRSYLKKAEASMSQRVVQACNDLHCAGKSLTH
The depositor's hits bear a star; i = inactive; ? = inconclusive; / = no result given.

SMILES | Mtb UGM inh | MazEF act | BioA inh | Rv3671c inh | GDH-TPI counter | PrPC surface inh | FadD28 binding | BoNT-F LC inh | FBA Mtb inh
Cc1ccc(CN2CC(C(=O)Nc3cc(S(C)(=O)=O)ccc3Cl)CC2=O)cc1 (stereo unspecified) | 1.2 | 2.7 | -0.9 | -10.5 | 6.8 | 0.5 | -2.7 | -6.1 | 6.0
CCC(CC)NC(=O)/C=C/c1cccc([N+](=O)[O-])c1 | 0.3 | 4.1 | / | -3.2 | 4.7 | -14.5 | 0.0 | -0.4 | 0.3
O=C(c1cccs1)N1CCN(C(=O)N2CCOCC2)CC1 | -0.3 | -4.0 | / | 3.0 | -2.7 | -2.1 | -4.1 | 14.5 | -5.8
CCCOc1cccc(C2C(C(=O)c3cccs3)=C(O)C(=O)N2Cc2cccnc2)c1 (stereo unspecified) | -5.7 | 4.5 | 0.9 | -5.3 | 3.1 | 7.1 | -1.1 | 7.2 | -0.2
O=C(/C=C/c1cccnc1)c1ccc(F)c(F)c1 | 1.6 | -7.3 | 2.2 | 1.7 | 5.2 | 0.2 | 0.0 | -6.7 | 0.7
Cc1cc(OC(C)C(=O)NCC2CCC(C(=O)O)CC2)c2c(C)cc(=O)oc2c1 (stereo unspecified) | -0.1 | 6.1 | 0.4 | -10.5 | 8.8 | -0.4 | -0.7 | -11.3 | 86.5*
CCOc1ccc(NC(=O)CN(C)C(=O)CCC2CCCCC2)cc1OCC | 2.9 | -2.8 | 6.2 | 2.8 | -8.6 | 6.3 | -4.2 | -8.3 | 1.3
Fc1ccc(Nc2nc(-c3ccncc3)nc3ccccc23)cc1F | -1.5 | -10.2 | -0.7 | -14.6 | 5.0 | 0.2 | 0.6 | -8.7 | -1.1
COc1ccc(Oc2c(-c3ccc(O)cc3O)n[nH]c2C)cc1 | -1.4 | 8.5 | 3.1 | 4.5 | -0.3 | 1.4 | -2.2 | 0.2 | -5.5
CCOc1ccccc1C(=O)OCC(=O)NCC1CCCCC1 | -0.6 | 1.4 | 0.5 | -2.5 | 2.1 | -3.3 | -0.4 | -1.3 | 8.3

Quoted from the listing.
Reading for CCOc1ccccc1C(=O)OCC(=O)NCC1CCCCC1 in FBA Mtb inh: 8.3
Reading for COc1ccc(Oc2c(-c3ccc(O)cc3O)n[nH]c2C)cc1 in BoNT-F LC inh: 0.2

Later entries.
SMILES | Mtb UGM inh | MazEF act | BioA inh | Rv3671c inh | GDH-TPI counter | PrPC surface inh | FadD28 binding | BoNT-F LC inh | FBA Mtb inh
COC(=O)c1ccc(CN2C(=O)NC(Cc3c[nH]c4ccccc34)C2=O)cc1 (stereo unspecified) | 2.4 | 1.8 | 5.5 | -2.0 | -3.8 | 13.1 | -3.4 | 3.8 | -5.6
O=C(Nc1ccccc1N1CCCCC1)c1ccc(Cl)c([N+](=O)[O-])c1 | -0.2 | -4.6 | -1.1 | 2.4 | 6.0 | 7.6 | -2.1 | -13.9 | 0.1
CCc1nc2c(OCc3ccc(C#N)cc3)cccn2c1N(C)C(=O)c1ccc(C)cc1 | / | / | -0.3 | / | 4.9 | 5.6 | -1.9 | -2.4 | 0.1
CC(=O)c1ccc(OCC(=O)Nc2cccc(C(=O)Nc3c(C)n(C)n(-c4ccccc4)c3=O)c2)cc1 | / | 0.4 | 3.5 | / | 1.6 | -3.8 | -0.9 | -7.2 | 2.0
CCCCNc1c2c3c(cccc3n(C)c1=O)C(=O)c1ccccc1-2 | 27.7* | i | -40.1 | 42.7* | 2.4 | / | 4.9 | 49.8* | -20.2
CC(C)CN(C(=O)CN1CC=C(c2ccccc2)CC1)c1c(N)n(CC(C)C)c(=O)[nH]c1=O | 0.5 | 11.0 | 1.9 | 7.7 | -5.4 | -4.1 | 1.5 | 1.8 | 10.8
O=S(=O)(NCc1ccccc1)c1cccc2cccnc12 | -0.4 | 0.8 | / | -2.6 | -10.3 | 0.3 | -4.4 | -3.7 | -0.4
O=C(NCCc1c[nH]c2ccccc12)c1cc([N+](=O)[O-])cc([N+](=O)[O-])c1 | 3.0 | 4.1 | -2.4 | -5.4 | -0.7 | -13.4 | -3.7 | 1.0 | -2.8
CC(C)CN1CCN=C1N(C)C | -1.5 | 4.2 | -0.1 | -7.1 | 4.4 | -0.6 | -2.1 | 7.0 | 0.7
CCn1c(=O)c(=O)[nH]c2cc(C(=O)Nc3ccc(S(=O)(=O)N4CCCC4)cc3)ccc21 | -2.0 | 4.0 | -3.2 | -21.8 | 13.8 | -8.7 | -2.2 | ? | 4.2
COc1ccc(CN2CCC(Cc3ccccc3)CC2)c(C)c1C | -0.8 | 8.1 | -0.7 | / | 7.9 | -6.1 | -4.2 | 7.4 | 0.3
Cc1ccc(-c2nnc(NC3CCCC3)s2)cc1 | 1.6 | 0.1 | 1.0 | -6.3 | 0.0 | -3.8 | -2.2 | 13.2 | 8.4
O=C(NC(=O)N1CCN(c2ccc(F)cc2)CC1)c1ccccc1 | 1.4 | 1.0 | -0.5 | 2.0 | 4.7 | 3.7 | 1.7 | 4.8 | 1.0
Cc1c(Cl)c(C(F)F)nn1CC(=O)NC1C(=O)N2C(C(=O)O)=C(CSc3nnnn3C)CSC12 (stereo unspecified) | / | 8.2 | / | / | -0.3 | -5.8 | -2.2 | -3.7 | -3.0
CC(C)Cc1n[nH]c(=O)[nH]1 | 0.5 | -0.6 | -2.7 | -3.9 | -3.1 | -6.0 | -2.6 | -7.9 | -0.8
CC1Cc2ccccc2N1C(=O)COC(=O)c1ccc(Cl)nc1 (stereo unspecified) | 0.1 | 0.0 | / | 3.0 | 6.2 | 7.2 | -6.3 | 2.4 | -3.2
c1cncc(-c2nnc(-c3cccnc3)nn2)c1 | -0.3 | 7.6 | 12.0 | -0.3 | -8.7 | -21.8 | -1.7 | -14.7 | -0.5
CC(C)[C@H](NC(=O)[C@H](Cc1ccccc1)n1c(=O)[nH]c2ccccc2c1=O)C(=O)N[C@@H](Cc1ccccc1)C(=O)O | 0.8 | 4.0 | 0.4 | 13.2 | -1.0 | 3.1 | -1.9 | -6.8 | 5.6
CCOC(=O)C(O)(c1ccc(N(CC)C(=O)OC)cc1)C(F)(F)F (stereo unspecified) | -4.6 | 3.4 | -1.2 | 3.7 | -0.9 | -5.2 | -0.5 | 5.2 | 2.6
O=C(Nc1csnn1)c1csnn1 | 0.1 | 0.5 | -2.5 | -15.1 | -2.5 | -4.7 | -2.8 | -4.5 | -0.1

Exported as a markdown table: entries from further up
| SMILES | Mtb UGM inh | MazEF act | BioA inh | Rv3671c inh | GDH-TPI counter | PrPC surface inh | FadD28 binding | BoNT-F LC inh | FBA Mtb inh |
| --- | --- | --- | --- | --- | --- | --- | --- | --- | --- |
| CCOc1ccc(NC(=O)CN(C)C(=O)CCC2CCCCC2)cc1OCC | 2.9 | -2.8 | 6.2 | 2.8 | -8.6 | 6.3 | -4.2 | -8.3 | 1.3 |
| CC(C)[C@H](NC(=O)[C@H](Cc1ccccc1)n1c(=O)[nH]c2ccccc2c1=O)C(=O)N[C@@H](Cc1ccccc1)C(=O)O | 0.8 | 4.0 | 0.4 | 13.2 | -1.0 | 3.1 | -1.9 | -6.8 | 5.6 |
| CCc1nc2c(OCc3ccc(C#N)cc3)cccn2c1N(C)C(=O)c1ccc(C)cc1 | / | / | -0.3 | / | 4.9 | 5.6 | -1.9 | -2.4 | 0.1 |

(continued)
SMILES | Mtb UGM inh | MazEF act | BioA inh | Rv3671c inh | GDH-TPI counter | PrPC surface inh | FadD28 binding | BoNT-F LC inh | FBA Mtb inh
Fc1ccc(CNC(=S)Nc2ccc(Cl)cc2)cc1 | -0.3 | 6.6 | 0.4 | -5.9 | -8.8 | 0.4 | -4.6 | -4.9 | -0.1
CCCCN(C)CC(O)Cn1cc(/C=C/C(=O)c2cccs2)c2ccccc21 (stereo unspecified) | -2.9 | -12.9 | -2.6 | 2.6 | 2.6 | / | -5.7 | -7.6 | -6.2
Cc1ccc(-n2nc3c(=S)[nH]nc(C)c3c2C)cc1 | -1.0 | 5.6 | -2.8 | 9.7 | 12.4 | 110.5* | -0.5 | -4.5 | 4.0
CN(C)S(=O)(=O)N(Cc1ccc(Br)cc1)c1ccccc1 | -3.7 | -3.4 | 1.8 | 0.2 | 2.1 | 10.1 | -5.9 | -12.8 | 3.0
CC(c1ccco1)N(C(=O)COc1ccc(Cl)cc1Cl)c1ccccn1 (stereo unspecified) | 1.9 | -3.2 | -1.1 | -10.9 | 11.0 | -4.3 | -1.5 | 2.2 | 1.0
O=C1CCCCCN1Sc1ccccc1 | 0.0 | 1.4 | 1.9 | -2.5 | -1.4 | -0.9 | -1.0 | -12.0 | 0.9
C=CCn1c(O)c(C(=O)CCCCCC)c(=O)[nH]c1=O | 5.5 | -1.5 | / | -2.9 | 9.5 | 2.7 | -2.1 | 3.1 | -2.5
COc1cc(NC(=O)CN(c2ccc(C)cc2)S(=O)(=O)c2c(C)n[nH]c2C)cc(OC)c1 | 0.9 | -2.2 | -1.7 | -6.0 | 8.3 | -3.8 | -10.6 | -70.8 | 3.6
CCC(OC(=O)CN1C(=O)C(=O)c2ccccc21)C(=O)Nc1ccc(S(N)(=O)=O)cc1 (stereo unspecified) | 0.7 | 1.4 | / | -1.7 | 5.0 | -19.4 | -1.5 | 1.7 | 3.5
CC(C)(C)NC(=O)C(c1ccc(F)cc1)N(C(=O)CCC(=O)Nc1ccccn1)C1CCCC1 (stereo unspecified) | -1.0 | 6.0 | 0.5 | 1.3 | -4.0 | -1.6 | -4.1 | 8.6 | -4.0
Cc1ccc(O)c(-c2cc(-c3ccccc3F)[nH]n2)c1 | -0.3 | 5.1 | / | -0.5 | -11.9 | 8.4 | -11.7 | 11.8 | 0.4
COc1cc(Br)c(CNc2cc(C)ccc2C)cc1OC | 0.6 | -8.1 | 4.1 | 4.9 | 4.6 | 3.9 | 0.8 | 0.4 | 2.9
O=C(CN(c1ccccc1)S(=O)(=O)c1ccccc1[N+](=O)[O-])Nc1ccccc1C(=O)N1CCOCC1 | 2.0 | 3.9 | / | 0.1 | 3.8 | 9.0 | -0.4 | -1.2 | 4.5
CC(=O)c1c(C(=O)O)c2ccccc2[nH]c1=O | -2.1 | -4.1 | / | 13.2 | 8.2 | -2.8 | -2.0 | 2.5 | 7.2
Cc1ccc(S(=O)(=O)N2CCCCC2)cc1C(=O)NCCC1=CCCCC1 | 0.3 | -1.0 | / | -2.0 | -4.3 | 12.2 | -3.1 | ? | 1.0
O=C1CC(c2ccccc2)Cc2nc(NCc3ccco3)ncc21 (stereo unspecified) | -1.2 | 7.5 | 13.8 | 4.6 | 6.7 | 2.4 | -0.1 | -6.1 | 2.2
COc1ccc(-n2cc3ccc([N+](=O)[O-])cc3n2)cc1 | -0.4 | 1.3 | / | -12.0 | 11.8 | -11.6 | -1.0 | -13.3 | -1.5
CCCN1C(=O)/C(=C/c2nc3ccccc3c(=O)[nH]2)c2cc(C)ccc21 | -1.4 | 8.9 | -1.4 | 0.5 | 1.4 | -8.8 | -0.4 | 1.7 | 0.8
CSCCC(C)N1CCC(Oc2ccc(C(=O)NCc3ccccn3)cc2)CC1 (stereo unspecified) | / | 4.1 | -1.4 | / | 8.8 | -1.8 | 0.6 | 0.4 | -1.4
N#Cc1ccc(-c2ccc(OCC(=O)NCCCN3CCCC3=O)cc2)cc1 | -0.7 | 3.1 | / | 0.0 | -7.7 | -1.1 | -4.3 | -6.3 | 20.3
Cc1ccc(S(=O)(=O)N(C)CCCC(=O)Nc2cc(C)ccc2C)cc1 | 0.3 | -0.9 | 0.5 | -6.6 | 12.2 | 6.1 | 0.2 | -2.7 | 4.7
C/C(=N/NC(=O)c1ccn(C)n1)c1ccncc1 | -0.3 | 9.9 | -1.6 | 1.6 | 2.2 | 2.5 | -1.4 | -5.7 | 0.4
O=C(NCc1cccnc1)c1ccc(CS(=O)(=O)c2ccc(Br)cc2)o1 | -2.5 | 0.4 | -0.8 | 3.1 | -6.9 | 1.5 | -1.8 | -6.9 | -0.7
CN(CC(=O)Nc1ccc(Cl)c(C(F)(F)F)c1)C(=O)c1cn2ccccc2n1 | / | 1.7 | -0.1 | -0.9 | 15.1 | 1.0 | -3.9 | -4.8 | 0.4
CC(=O)n1cc([C@H]2C=C(C(=O)O)O[C@@H](OCCCCO)C2)c2ccccc21 | 3.2 | -2.6 | -2.6 | -3.5 | 15.5 | 4.6 | -1.3 | 2.2 | 4.3
COc1ccc(NC(=O)CCC(=O)c2cccs2)c(OC)c1 | 0.5 | -11.1 | -0.7 | 4.8 | -6.0 | / | -3.8 | 2.5 | -2.9

Bioassay records: PubChem, several laboratories
